# PMI act satM6P: increases human PMI activity with near-saturating mannose 6-phosphate; P34949; coupled PMI enzyme assay, resazurin fluorescence, 20 min; hits give high values; 1 = untreated enzyme, 0 = substrate-free blank; activation factor at 20 µM; hit rate 0.34% among 190,000; AID 1216;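 active = activation factor of 2 or more at 20 µM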
# Target sequence (P34949 whole entry, looked up): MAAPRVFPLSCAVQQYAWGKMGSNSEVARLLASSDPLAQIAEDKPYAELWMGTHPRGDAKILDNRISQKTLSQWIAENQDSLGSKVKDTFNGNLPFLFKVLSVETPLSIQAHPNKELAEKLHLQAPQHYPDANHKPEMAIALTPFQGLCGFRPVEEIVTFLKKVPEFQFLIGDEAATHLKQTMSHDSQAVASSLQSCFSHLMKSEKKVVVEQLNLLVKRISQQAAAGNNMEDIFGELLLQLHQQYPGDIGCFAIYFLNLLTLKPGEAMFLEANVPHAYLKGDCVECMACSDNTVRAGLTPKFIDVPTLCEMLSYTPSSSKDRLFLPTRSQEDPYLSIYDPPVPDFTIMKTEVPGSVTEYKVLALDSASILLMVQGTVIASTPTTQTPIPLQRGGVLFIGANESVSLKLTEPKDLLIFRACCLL
#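 Technique: Diaphorase-driven resazurin-to-resorufin fluorescence, excitation 544, emission 590 nm | Assay system: Human PMI in coupled enzyme assay | Times: Enzyme reaction with compound 20 min at room temperature | Medium: HEPES-buffered pH 7.4 with magnesium and detergent | Reagent: Mannose-6-phosphate 1.0 mM (near-saturating) plus 0.22 mM NADP+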
# TNAP inh no acc: TNAP (human) inhibition, acceptor-free conditions; P05186; AID 1012; inhibition, % at 20 µM; purified TNAP, CDP-star luminescence, 30 min; hit rate 0.26% among 200,000;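 active = tissue-nonspecific alkaline phosphatase inhibition above about 50% at 20 µM in the single-dose screen, limit read from the data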;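 note: 0% = DMSO negative control and 100% = EDTA positive control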
# FLuc inhib CS: counter-screen for luciferase assay inhibitors: firefly luciferase inhibition; inhibition, % at 10 µM; ATPLite firefly luciferase biochemical luminescence, 10 min; hit rate 1.5% among 200,000; P08659;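 active = inhibition above about 50% when tested at 10 µM, limit read from the data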
# Target sequence (P08659 whole entry, looked up): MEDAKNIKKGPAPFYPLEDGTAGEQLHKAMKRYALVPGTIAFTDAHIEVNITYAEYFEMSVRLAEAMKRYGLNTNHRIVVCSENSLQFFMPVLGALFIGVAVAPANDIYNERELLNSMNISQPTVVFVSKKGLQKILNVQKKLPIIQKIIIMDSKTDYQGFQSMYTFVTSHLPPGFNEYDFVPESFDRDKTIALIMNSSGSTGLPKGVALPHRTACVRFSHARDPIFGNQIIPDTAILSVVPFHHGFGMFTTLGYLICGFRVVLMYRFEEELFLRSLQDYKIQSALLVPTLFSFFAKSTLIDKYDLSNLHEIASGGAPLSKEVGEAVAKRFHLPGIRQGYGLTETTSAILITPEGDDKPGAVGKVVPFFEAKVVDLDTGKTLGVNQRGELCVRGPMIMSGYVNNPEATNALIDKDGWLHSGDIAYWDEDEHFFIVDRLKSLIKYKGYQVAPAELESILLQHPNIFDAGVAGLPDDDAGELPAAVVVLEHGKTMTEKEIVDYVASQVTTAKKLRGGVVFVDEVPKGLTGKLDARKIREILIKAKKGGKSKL
# FLuc stim CS: firefly luciferase counter-screen for stimulation assays; P08659; ATPlite luciferase biochemical, luminescence, 10 min; 0 = ATP-free wells, 1 = DMSO control; activation factor at 10 µM; 200,000 tested, under 10 active; AID 1027;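 active = luciferase activation factor, scaled between plate controls, of at least 2 with compound at 10 µM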
#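 Material: luciferase plus luciferin reagent, cell-free. Medium: PBS buffer for ATP. Also added: ATP substrate, dispensed from a 10.24 µM working solution in PBS. Doses: test compounds dosed from 2 mM stocks in 100% DMSO. Incubation: 10 min post-reagent at room temperature. Technique: light output (luminescence). Read-out basis: luminescence gain marking luciferase activators.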
# bIAP act: increases bovine intestinal alkaline phosphatase activity | purified bovine IAP, CDP-star luminescence, 30 min; hits give high values; fold of DMSO-control signal, blank-subtracted | activation factor at 20 µM | hit rate 0.17% among 200,000 | AID 1016;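 active = activation factor of 2 or more at 20 µM, a signal rise over negative controls twice the positive control's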
# PMI act: increases human mannose-6-phosphate isomerase activity; purified human PMI, coupled resazurin fluorescence, 20 min; hits give high values; 1 = vehicle control, 0 substrate-free wells; activation factor at 20 µM; hit rate 0.005% among 190,000; AID 1214;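 active = activation factor of 2 or more at 20 µM, relative to plate controls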
# APP 5'UTR act: APP 5'UTR luciferase reporter activation; SH-SY5Y APP 5'UTR luciferase reporter, luminescence; zero percent = DMSO vehicle wells; activation, % at 2 µM; hit rate 1% among 190,000; AID 1276;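 active = activation above a set limit, based on mean plus 3 SD of controls, cut at about 140% in these data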; note: values of inactives mirror those of a sister screen read the other way
# NF-kB neuron act: raises NF-kB expression in human neuronal cells; NF-kB reporter expression; hits give high values; fold change at 12.5 µM; hit rate 1.6% among 190,000; AID 1239; in the data active = fold change above about 3.3
# TNAP act hiacc: increases human TNAP activity under high phosphate acceptor concentration | P05186 | activation factor at 20 µM | 200,000 tested, under 10 active | purified TNAP, CDP-star luminescence, 1 M DEA, 30 min; hits give high values; 0 = EDTA background, 1 = DMSO-only activity | AID 1136;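 active = activation factor at least 2 at 20 µM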
#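 Measured by: Luminescent substrate turnover signal | Test system: Human TNAP | Input: TNAP 1/800 final | Dosing: 20 µM single point | Schedule: 30 min, room temperature | Controls: EDTA wells as negative control, DMSO wells as positive control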
# TNAP inh hi DEA: inhibitors of human TNAP at high phosphate acceptor concentration | hit rate 0.03% among 200,000 | P05186 | purified TNAP, CDP-star luminescence, 1 M DEA | inhibition, % at 20 µM;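 active = over 50% inhibition of tissue-nonspecific alkaline phosphatase at 20 µM in the single-dose screen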;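 note: plate controls were DMSO wells for no effect and EDTA-quenched wells as full inhibition for full effect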
# The depositor's hits bear a star; · = no result given.
SMILES,PMI act satM6P,TNAP inh no acc,FLuc inhib CS,FLuc stim CS,bIAP act,PMI act,APP 5'UTR act,NF-kB neuron act,TNAP act hiacc,TNAP inh hi DEA
COc1ccccc1CC(=O)NCC(c1ccco1)N1CCCCC1 (stereo not drawn),0.4,-14,-3,1,1.2,1,-16,1,1,-3
Cc1cc(C)nc(/N=C2\NC(=O)CC(C(=O)O)N2c2ccc(Cl)cc2Cl)n1 (stereo not drawn),1.1,-11,-6,1.1,0.9,1,-12,1.3,1.1,-9
Cc1ccc(NC(=S)N2CCCC(c3nc4ccccc4[nH]3)C2)cc1 (stereo not drawn),1.2,-6,-2,1,1,1,0,0.55,1,-3
O=C(CN1CCN(S(=O)(=O)c2ccccc2F)CC1)NC1CCCC1,1,-6,-2,1,0.9,0.9,12,0.99,1,-4
CC(C(=O)N1CCOCC1)n1cc([N+](=O)[O-])cn1 (stereo not drawn),1.1,-8,-2,1,1.1,1,19,1,1,-2
Cc1cc(/C(=N/O)C(C)(C)NO)ccc1Cl,1.1,-10,-4,1,0.9,1,3,1.1,1,0
COc1cc(/C=C/C(=O)O)ccc1OS(=O)(=O)c1cc(C)ccc1C,1.1,-15,-7,1.1,1,1.1,-10,1.2,1.1,-8
N#Cc1ccc(NC(=O)COC(=O)CCc2ccc(S(=O)(=O)N3CCCCC3)cc2)cc1,0.9,-4,-10,1.1,0.9,0.8,-12,1.1,1,-1
O=C(/C=C/c1ccco1)Nc1ccc2c(c1)OCCO2,0.9,-17,89*,0.1,0.9,1,156*,9.2*,1.1,-7
O=C(Nc1ccc2c3c(cccc13)CC2)c1ccc(Br)o1,1,-10,-3,1,1,0.9,16,2,1,1
CCc1cc2ccccc2nc1Cl,1,-9,-4,1,1.1,1,3,1.1,1.1,-6
CCOC(=O)CC(=O)CSc1nc2c(C)c(C)ccc2cc1C,0.9,-3,-3,1,0.8,0.9,7,0.89,1,-3
Cc1nc2c(C)cccc2cc1C(=O)N/N=C/c1cccc([N+](=O)[O-])c1,0.9,-15,-4,1,0.9,1,-14,0.99,1,3
CCOc1ccc(NC(=S)Nc2cc(C)[nH]n2)cc1,0.6,-21,4,1,0.9,0.3,15,·,1.1,-7
COc1ccccc1NC(=O)CN(c1ccccc1F)S(C)(=O)=O,0.9,-11,-8,1.1,0.9,0.8,12,1,1.1,-6
O=C(Nc1nn[nH]n1)c1cc(-c2ccc(Cl)c(Cl)c2Cl)nc2ccccc12,1.2,-30,3,1,1.2,1.2,16,1.1,1,0
COc1cccc(CNCc2ccc(SC)cc2)c1OC,1,-5,3,1,1,1,-10,1.1,1,4
CCOc1ccc(NC(=O)N2CCC(c3ccc(C)cc3)C2)cc1 (stereo not drawn),1,-7,-1,1,1.1,1,8,1.3,1,-3
CC1(C)CC(NC(=O)CCC2CCCC2)CC(C)(C)N1,1,-9,-13,1.1,0.9,0.9,-2,1.2,1.1,-7
COc1ccc(N2CCN(CCNC(=O)Nc3ccc(Cl)cc3)CC2)cc1,1.1,-1,-7,1.1,1.1,1,-4,1.1,1.1,-9
CCOC(=O)c1csc(NC(=O)CSc2nnnn2-c2ccc(OC)cc2)n1,1,-9,-4,1,0.9,1,-14,1,1.1,-7
CC1=C(C)CC(C(=O)NNC(=O)c2csc3c2CCC(C(C)(C)C)C3)C(C(=O)O)C1 (stereo not drawn),1,-11,0,1,1,1,8,1.2,1.1,-7
CCOC(=O)CC1CCCCN1Cc1cn[nH]c1-c1ccc(F)cc1F (stereo not drawn),0.9,43,-4,1,1.1,0.9,9,1.1,1,-3
CCCS(=O)(=O)N1CCCC(C(=O)c2ccccc2OC)C1 (stereo not drawn),1,-5,-3,1,1,1,-7,1.3,1.1,-6
CCN1C(=O)c2ccc(C(=O)NCc3ccccc3)cc2C1=O,1,-10,-3,1,1,1,6,1.1,1,-4
CCC(C)NC(=O)Nc1ccc(Br)cc1 (stereo not drawn),1,-8,4,1,1,0.9,8,3,1,-1
CCCSc1nc(N)nc(-c2cccs2)c1C#N,0.9,-4,0,1,0.8,0.9,37,1.7,1,-1
O=C(c1sc2cc([N+](=O)[O-])ccc2c1Cl)N1CCOCC1,0.8,-4,-8,1.1,1.3,0.9,-12,1.2,1,-3
COC(=O)c1cn(-c2ccccc2)nc1-c1ccc(OC)cc1,1,0,-1,1,1.1,1,-6,1.1,1,-4
CCOC(=O)c1cnc(SCc2ccc(C(C)(C)C)cc2)nc1N,0.7,-4,-2,1,0.7,0.9,20,1.4,1,1
CCOC(=O)C(CC)(CCC(=O)O)c1csc(Nc2ccc(C)cc2)n1 (stereo not drawn),1,-4,2,1,1,1,15,0.99,1,-2
O=C(Nn1cnnc1)c1cc2cc(Br)ccc2oc1=O,1,-8,-9,1.1,1,0.9,0,0.98,1,-1
c1ccc(-n2nnnc2NCCc2c[nH]c3ccccc23)cc1,0.9,-7,0,1,0.8,0.9,4,1.1,1.1,-7
CC(=O)c1cc(CC(=O)N2CCc3c([nH]c4ccccc34)C2c2ccccn2)cs1 (stereo not drawn),·,-1,-1,1,1.1,·,21,1.2,1,1
C=CCNC(=S)Nc1ccc(C)c(S(=O)(=O)N2CCCCC2)c1,1,-7,-5,1.1,0.9,0.9,8,1.4,1.1,-6
O=C1CSC(c2ccco2)N1 (stereo not drawn),0.8,-8,0,1,1,0.9,-8,1.2,1,-3
Nc1ccc2c3c(cccc13)C(=O)N(c1ccccc1)C2=O,1,1,1,1,0.8,1.1,3,1.1,0.9,8
CCN(Cc1cnn(C)c1)Cc1nc(C(c2ccccc2)c2ccccc2)no1,0.9,-6,-6,1.1,1,0.9,-4,1.1,1,-3
Cc1ccc(NC(=O)C(c2ccc(Cl)cc2)N2CCCCC2)cc1 (stereo not drawn),1,-16,0,1,1,1,3,1.1,1,-3
CCc1cccc(CC)c1NC(=O)CO/N=C(\C)c1cccs1,1,-10,-1,1,1,0.9,4,0.93,1,-3

# For convenience, some entries already given.
SMILES,PMI act satM6P,TNAP inh no acc,FLuc inhib CS,FLuc stim CS,bIAP act,PMI act,APP 5'UTR act,NF-kB neuron act,TNAP act hiacc,TNAP inh hi DEA
CCOC(=O)C(CC)(CCC(=O)O)c1csc(Nc2ccc(C)cc2)n1 (stereo not drawn),1,-4,2,1,1,1,15,0.99,1,-2
O=C(Nn1cnnc1)c1cc2cc(Br)ccc2oc1=O,1,-8,-9,1.1,1,0.9,0,0.98,1,-1

# The results go on.
SMILES,PMI act satM6P,TNAP inh no acc,FLuc inhib CS,FLuc stim CS,bIAP act,PMI act,APP 5'UTR act,NF-kB neuron act,TNAP act hiacc,TNAP inh hi DEA
CCSc1nc(-c2ccccc2)c(-c2ccccc2)n1CC(O)CO (stereo not drawn),1.1,-7,-4,1,1,1,6,1.1,1,-1
CC(C)(C)OC(=O)N/N=C\c1ccc(OC(=O)c2ccco2)cc1,1,-7,1,1,0.8,1,37,2.4,1,1
N#C/C(=C\c1ccccn1)c1nc2ccccc2s1,0.9,-94,68*,0.3,1,1,3,1.5,1,-4
O=C1/C(=C/c2ccc(N3CCCC3)cc2)NC(=S)N1C1CC1,1,37,6,0.9,0.3,1,35,0.89,1.1,-8
Cc1cc(Cl)cc(C)c1OCC(=O)O,1,-10,-5,1.1,0.9,1,·,1.2,1.1,-7
O=C(c1ccc(=O)[nH]c1)N(Cc1ccco1)C1(C(=O)NC2CCCC2)CCCCC1,1.2,-5,-3,1,1,1.2,0,1.1,1.1,-9
O=C(CSc1nc(NS(=O)(=O)c2ccccc2)cc(=O)[nH]1)Nc1ccc(Cl)cc1,1.1,-6,-1,1,1,1,-6,1,1,-2
O=C(OCc1nnc(-c2ccccc2)o1)c1ccco1,0.9,-14,11,0.9,0.9,0.9,-3,1,1,-4
S=C(NCCN1CCOCC1)Nc1cccc(Cl)c1,1,-6,-7,1.1,1,1,17,1.6,1,-3
CC(=O)C1=C(O)C(=O)N(Cc2ccccc2)C1c1cccs1 (stereo not drawn),1.2,-15,-6,1.1,1,1.2,0,1.7,1.1,-9
C=CCSC1=N/C(=C\C=C\c2ccco2)C(=O)S1,0.9,21,1,1,1,1.2,-23,1.2,0.9,8
CCOC(=O)c1cc2c(ccn2C)n1CC(=O)N(C)C,0.6,-6,-7,1.1,1,0.9,-6,1.1,1.1,-9
COc1c(C(C)C)cc(NC(C)=O)cc1C(C)C,1,-6,-3,1,0.7,1,-6,1,1,0
Cc1cc(C)c2nc(SCC(=O)N3CC(=O)Nc4ccccc43)c(C#N)cc2c1,1,-7,6,0.9,1,1.1,-96,3.5*,1,0
O=C1COc2ccc(C(=O)CSc3nc4ccccc4c(=O)n3-c3ccc(Cl)c(Cl)c3)cc2N1,0.9,-9,-8,1.1,1,0.8,7,0.92,1.1,-6
O=C(Cn1cc([N+](=O)[O-])cn1)NCCc1c[nH]c2ccccc12,1.1,-11,-9,1.1,1.1,1.2,-11,1,1,-2
CN1CCN(/N=C/c2ccc(-c3ccccc3)cc2)CC1,1.1,3,11,0.9,1,1.1,75,3.8*,1,-4
O=C(NC(Nc1ncccn1)C(=O)c1ccccc1)c1ccccc1 (stereo not drawn),1,-6,-2,1,1,1,-2,0.82,1,-1
C=CCC(NCc1ccco1)c1ccc(OC)c(OC)c1 (stereo not drawn),1,-2,0,1,0.9,0.9,-17,0.98,1,-2
COc1ccc(C2CC(c3ccc(Br)cc3)=NN2C(=O)c2cccnc2)cc1 (stereo not drawn),0.9,-5,-5,1.1,0.7,0.8,-11,0.71,1,-2

# Gathered by group: those above containing a furan ring, fused or not (nine)
SMILES,PMI act satM6P,TNAP inh no acc,FLuc inhib CS,FLuc stim CS,bIAP act,PMI act,APP 5'UTR act,NF-kB neuron act,TNAP act hiacc,TNAP inh hi DEA
COc1ccccc1CC(=O)NCC(c1ccco1)N1CCCCC1 (stereo not drawn),0.4,-14,-3,1,1.2,1,-16,1,1,-3
O=C(/C=C/c1ccco1)Nc1ccc2c(c1)OCCO2,0.9,-17,89*,0.1,0.9,1,156*,9.2*,1.1,-7
O=C(Nc1ccc2c3c(cccc13)CC2)c1ccc(Br)o1,1,-10,-3,1,1,0.9,16,2,1,1
O=C1CSC(c2ccco2)N1 (stereo not drawn),0.8,-8,0,1,1,0.9,-8,1.2,1,-3
CC(C)(C)OC(=O)N/N=C\c1ccc(OC(=O)c2ccco2)cc1,1,-7,1,1,0.8,1,37,2.4,1,1
O=C(c1ccc(=O)[nH]c1)N(Cc1ccco1)C1(C(=O)NC2CCCC2)CCCCC1,1.2,-5,-3,1,1,1.2,0,1.1,1.1,-9
O=C(OCc1nnc(-c2ccccc2)o1)c1ccco1,0.9,-14,11,0.9,0.9,0.9,-3,1,1,-4
C=CCSC1=N/C(=C\C=C\c2ccco2)C(=O)S1,0.9,21,1,1,1,1.2,-23,1.2,0.9,8
C=CCC(NCc1ccco1)c1ccc(OC)c(OC)c1 (stereo not drawn),1,-2,0,1,0.9,0.9,-17,0.98,1,-2

# From PubChem

# An unsorted share of the library; overall some 3.6% were active at least once.
